High-throughput results deposited in PubChem by National Center for Advancing Translational Sciences (NCATS).
Pol eta inh: inhibitors of human DNA polymerase eta | Potency, µM (doses to about 114 µM), for the others: top-dose activity change, negative = inhibition, most hits filed as inhibitors | Q9Y253 | recombinant Pol eta, fluorescent DNA replication assay | 390,000 compounds, 1.2% hits; note: % is set by controls: 0 for no effect and ±100 for the full control effect
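Pol eta at 10 nM preincubated with compounds 15 min at room temperature; reaction started with fluorescent substrate (50 nM final) and read kinetically at 0 and 10 min.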
APE1 inh: blocks human APE1 abasic DNA cleavage | P27695 | recombinant APE1, TAMRA/BHQ-2 abasic DNA cleavage fluorescence | Potency, µM (doses to about 65.8 µM), without a hit: top-dose activity change, negative = inhibition, hits mostly inhibitors | 350,000 compounds, 0.35% hits | AID 2517;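 note: plate controls were vehicle for no effect and reference inhibitor for full effect; nearly all actives have a fitted effect of over 55% in size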
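Compound pre-exposure to 0.75 nM APE1, 15 min at ambient temperature. Reaction initiated with 50 nM TAMRA/BHQ-2 THF substrate, read immediately in kinetic mode, 525 nm excitation, 598 nm emission.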
POLB inh: blocks human DNA polymerase beta activity; P06746; Pol beta primer extension/strand displacement, fluorescence kinetic; Potency, µM (top dose mostly 114 µM), without a hit: top-dose activity change, negative = inhibition, most hits filed as inhibitors; 340,000 compounds, 1.3% hits; note: % is set by controls: 0 for no effect and ±100 for the full control effect
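Kinetic readout of DNA synthesis with strand displacement by Pol beta. Compound and 10 nM enzyme sit 15 min at room temperature; 50 nM substrate starts the reaction, read immediately and at 10 min.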
Anesthetic bind: candidate novel general anesthetic via apoferritin binding; P02791; apoferritin/1-aminoanthracene competitive binding, fluorescence; 350,000 compounds, 0.074% hits; Potency, µM (doses to about 77.5 µM), inactives show top-dose activity change, negative = displacement, hits mostly inhibitors; note: % is set by controls: 0 for no effect and ±100 for the full control effect; nearly all actives have a fitted effect of over 20% in size
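Horse-spleen apoferritin (10 uM) in 50% saturated 1-aminoanthracene in PBS was incubated 10 min at room temperature with compound. Fluorescence (ex 380, em 535 nm) was normalized to free and bound 1-AMA, with concentration-response fitted by a four-parameter Hill equation.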
G9a block: inhibitors of human histone lysine methyltransferase G9a. Q96KQ7. G9a H3K9 monomethylation, AlphaScreen, 2 h. Potency, µM (doses to about 102 µM), inactives show top-dose activity, negative = inhibition, hits mostly inhibitors. 350,000 compounds, 8.8% hits; note: % is set by controls: 0 for no effect and ±100 for the full control effect; nearly all actives have a fitted effect of over 75% in size
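AlphaScreen read-out: biotin-H3K9 peptide (500 nM) methylation by 20 nM enzyme with 20 uM SAM, 2 h at room temperature after 15 min compound preincubation; anti-monomethyl H3K9 antibody plus donor/acceptor beads, 10 min dark.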
POLI inh: blocks human DNA polymerase iota activity; 390,000 compounds, 1% hits; Pol iota fluorescent replication assay, 10 min; Potency, µM (highest dose often 115 µM), for the others: at the top dose activity, negative = inhibition, usual class: inhibitors; Q9UNA4
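Fluorescent replication assay read twice, at 0 min and 10 min after adding 50 nM (final) substrate. Enzyme (10 nM) and compounds were first incubated 15 min at room temperature; enzyme-free buffer wells were negative controls.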
BLM inh: inhibitors of human Bloom syndrome helicase BLM. recombinant BLM DNA unwinding, fluorescence dequenching. P54132. Potency, µM (top dose mostly 56.1 µM), without a hit: at the top dose activity change, negative = inhibition, hits mostly inhibitors. 350,000 compounds, 0.2% hits;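 note: plate controls were vehicle for no effect and no enzyme for full effect; nearly all actives have a fitted effect of over 35% in size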
Pol kappa inh: blocks human DNA polymerase kappa activity. Potency, µM (top dose mostly 107 µM), for inactives: at the highest dose activity, negative = inhibition, actives largely listed as inhibitors. Q9UBT6. 400,000 compounds, 0.53% hits. purified Pol kappa, fluorescent DNA synthesis assay, 10 min; note: % is set by controls: 0 for no effect and ±100 for the full control effect
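10 nM Pol kappa was preincubated with compounds for 15 min at room temperature. Reaction started with 50 nM (final) substrate. Fluorescence read kinetically at 0 and 10 min.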
BAZ2B inh: BAZ2B (human) inhibition. Q9UIF8. AlphaScreen BAZ2B-H3K14Ac peptide displacement. Potency, µM (doses to about 114 µM), inactives show at the top dose activity change, negative = inhibition, actives largely listed as inhibitors. 360,000 compounds, 4.4% hits; note: % is set by controls: 0 for no effect and ±100 for the full control effect; nearly all actives have a fitted effect of over 60% in size
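Inhibition is scored as reduced AlphaScreen emission. The BAZ2B/b-H3(5-23)K14Ac complex (50 nM each) in PBS pH 7.4, 0.01% Tween-20 meets compound (up to 110 uM) for 30 min at RT before bead addition.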
Active calls of the source: *; ? = inconclusive; . = not tested or not shown; [ ] = remark or other dose. Calls come from the whole dose curve; as a rule, active = well fitted curve in the direction sought with a large enough effect; inconclusive = small, poorly fitted or top-dose-only effect, or another doubt; inactive = no such curve, though single readings can be large; an effect the other way counts as inactive or inconclusive. Potency is the fitted concentration of half-maximal effect. These rows are one share of the data. The share of hits here may be higher or lower than overall.

Codes: A = Pol eta inh; B = APE1 inh; C = POLB inh; D = Anesthetic bind; E = G9a block; F = POLI inh; G = BLM inh; H = Pol kappa inh; I = BAZ2B inh
> O=C1C2C3CCC(C3)C2C(=O)N1Cc1ccccc1 (centres undefined)
  A: -2% | B: 23% | C: 8% | D: ? | E: 1% | F: 7% | G: -15% | H: -6% | I: -5%

> COc1ccccc1C(=O)O/N=C(\N)c1ccccc1Cl
  A: -9% | B: -1% | C: 6% | D: -7% | E: 73%[activator][59 µM] | F: 4% | G: -3% | H: 9% | I: 31%[activator]

> CCCS(=O)(=O)NCc1cn2c(C)csc2n1
  A: -12% | B: 6% | C: 17% | D: 0% | E: 56µM* | F: 7% | G: -4% | H: -6% | I: 9%

> CSc1ccc(C2Nc3cccc4cccc(c34)N2)cc1
  A: -14% | B: 13% | C: 11% | D: -9% | E: 23%[0.501 µM] | F: ? | G: -4% | H: -9% | I: 50µM*

> CCc1nnc(NC(=O)CSc2nnc(COc3ccccc3)n2Cc2ccccc2)s1
  A: -14% | B: -1% | C: ? | D: -1% | E: 11% | F: 19% | G: 1% | H: 1% | I: -22%

> O=C(OC(C(=O)Nc1ccc(Cl)cc1C(F)(F)F)c1ccccc1)C1=COCCO1 (centres undefined)
  A: -17% | B: 0% | C: -15% | D: -6% | E: 3%[59 µM] | F: 32%[activator] | G: -1% | H: -14% | I: -1%

> Cn1c(Sc2ccccc2Cl)c(C=O)c2ccccc21
  A: -23% | B: -5% | C: 15% | D: ? | E: 67%[activator] | F: 8% | G: -3% | H: -10% | I: 36%

> Cc1ccc(/C=N/NC(=O)c2nnn(-c3nonc3N)c2-c2cccs2)cc1
  A: -20% | B: 20% | C: 1% | D: -2% | E: 10% | F: 44%[activator] | G: -4% | H: -12% | I: -15%[57.1 µM]

> CCn1c(CNC(=O)c2ccc(Cl)cc2)nnc1SCC(=O)N1CCOCC1
  A: -9% | B: ? | C: 4% | D: -6% | E: . | F: -4% | G: -9% | H: 9% | I: -7%

> Cc1nc2nc(C)c(CCC(=O)N3CCN(c4ccccc4)CC3)c(C)n2n1
  A: 5% | B: 2% | C: 1% | D: -11% | E: 19% | F: 8% | G: -2% | H: -1% | I: -4%

> CC(=O)c1ccccc1OCCOc1ncnc2sccc12
  A: ? | B: -4% | C: -17% | D: -1% | E: 15% | F: 141%[activator] | G: -4% | H: -10% | I: 6%

> Cc1ccc2nc(CNC(=O)c3ccccc3)[nH]c2c1
  A: -13% | B: . | C: 2% | D: -2% | E: -1%[59 µM] | F: 31% | G: -1% | H: -2% | I: 3%

> Cc1ccc(NC(=O)Nc2nnc(-c3ccccc3)o2)cc1
  A: -16% | B: 15% | C: -12% | D: -3% | E: 28%[59 µM] | F: 74%[activator] | G: -13% | H: 1% | I: -17%

> CCOc1ccc(OCCn2c(SCC(=O)O)nc3ccccc32)cc1
  A: -2% | B: -6% | C: 10% | D: 1% | E: . | F: -5% | G: 1% | H: 13% | I: -2%

> S=C(NCCCn1ccnc1)NC1CCCCC1
  A: -15% | B: 0% | C: 15% | D: -7% | E: 6%[59 µM] | F: 16% | G: 1% | H: 1% | I: -37%

> Cc1cc(NC(=O)CSc2nc3ccccc3[nH]2)no1
  A: -2% | B: -3% | C: -1% | D: 7% | E: -8%[59 µM] | F: 0% | G: 2% | H: -17% | I: 36%[activator]

> O=c1c2c(-c3ccccc3)csc2nc2c3ccccc3c(NCCN3CCOCC3)nn12
  A: -12% | B: ? | C: ? | D: -15% | E: ? | F: -26% | G: 279%[activator] | H: -21% | I: -18%

> Cc1ccccc1CSCC(=O)NC(=O)NC(C)(C)C
  A: -1% | B: 15% | C: 26% | D: ? | E: 0%[59 µM] | F: 29% | G: -4% | H: -6% | I: 5%

> COCc1cc(C)nc(SCC(=O)Nc2ccccc2N2CCOCC2)c1C#N
  A: -3% | B: -14% | C: 1% | D: -24% | E: 15% | F: -2% | G: 0% | H: -11% | I: -5%

> CCOC(=O)c1c(NC(=O)c2cc(=O)c3c(C)cc(C)cc3o2)sc2c1CCC2
  A: -17% | B: . | C: -1% | D: -7% | E: 8%[59 µM] | F: 12% | G: 4% | H: 15% | I: 2%

> Cc1ccc(Cn2ccc(NC(=O)c3c(-c4ccccc4Cl)noc3C)n2)cc1
  A: -13% | B: 3% | C: -14% | D: ? | E: -28%[59 µM] | F: -3% | G: -7% | H: -5% | I: -18%

> CCCCCCSc1ccc(-c2nc3ccc(Cl)cn3c2NC2CCCCC2)cc1
  A: -11% | B: 40% | C: . | D: . | E: . | F: 16% | G: . | H: 4% | I: .

> O=C(NCc1ccc2c(c1)OCO2)c1ccc(=O)[nH]c1
  A: -5% | B: 4% | C: 13% | D: -12% | E: 15%[59 µM] | F: 0% | G: -1% | H: -2% | I: -8%

> O=C(O)Cn1nc(-c2ccccc2)c2ccccc2c1=O
  A: 5% | B: 2% | C: 7% | D: -4% | E: -36% | F: 2% | G: -1% | H: -5% | I: 10%

> Cc1ccc(NC(=O)Cc2nc(COC(=O)C(C)NS(=O)(=O)c3ccc(C)cc3)cs2)cc1 (centres undefined)
  A: -18% | B: 20% | C: . | D: . | E: -7%[12.7 µM] | F: 23% | G: . | H: 9% | I: -3%

> O=C(CSc1nnc(-c2ccco2)n1-c1ccccc1)N1CCOCC1
  A: 2% | B: 6% | C: ? | D: 4% | E: -35%[12.7 µM] | F: 0% | G: -2% | H: 1% | I: -16%

> CCNC(=S)N=Nc1c(O)[nH]c2ccc([N+](=O)[O-])cc12
  A: -3% | B: -11% | C: ? | D: -10% | E: -2% | F: 107%[activator] | G: -7% | H: ? | I: -9%

> Cc1ccc(/C=N/NC(=O)c2nn(C)cc2Cl)cc1
  A: -3% | B: -2% | C: 12% | D: 5% | E: 9%[59 µM] | F: 25% | G: -2% | H: -8% | I: 6%

> CCCCCC(=O)Nc1ccc(C(=O)N/N=C/c2ccc([N+](=O)[O-])cc2)cc1
  A: -14% | B: 0% | C: -15% | D: -12% | E: 7% | F: 88%[activator] | G: -4% | H: -10% | I: -6%

> CCOC(=O)c1c(NC(=S)Nc2ccccc2)sc2c1CC(C)(C)SC2
  A: -22% | B: 8% | C: 7% | D: -5% | E: 40µM* | F: ? | G: 0% | H: -9% | I: ?

The last 3 compounds of the part above come first, to join the parts:
Codes: A = Pol eta inh; B = APE1 inh; C = POLB inh; D = Anesthetic bind; E = G9a block; F = POLI inh; G = BLM inh; H = Pol kappa inh; I = BAZ2B inh
> Cc1ccc(/C=N/NC(=O)c2nn(C)cc2Cl)cc1
  A: -3% | B: -2% | C: 12% | D: 5% | E: 9%[59 µM] | F: 25% | G: -2% | H: -8% | I: 6%

> CCCCCC(=O)Nc1ccc(C(=O)N/N=C/c2ccc([N+](=O)[O-])cc2)cc1
  A: -14% | B: 0% | C: -15% | D: -12% | E: 7% | F: 88%[activator] | G: -4% | H: -10% | I: -6%

> CCOC(=O)c1c(NC(=S)Nc2ccccc2)sc2c1CC(C)(C)SC2
  A: -22% | B: 8% | C: 7% | D: -5% | E: 40µM* | F: ? | G: 0% | H: -9% | I: ?

> CC(C)c1ccc(C(=O)COC(=O)C(O)c2ccccc2)cc1 (centres undefined)
  A: -9% | B: 22% | C: . | D: . | E: . | F: 115%[activator] | G: . | H: -10% | I: .

> CCOC(=O)c1nc(N)c(C(=O)OCC)[nH]1
  A: -20% | B: 1% | C: 18% | D: -2% | E: 25%[59 µM] | F: -5% | G: -5% | H: -2% | I: 4%

> CC(=O)Oc1ccc2c(=O)c(Oc3ccccc3[N+](=O)[O-])coc2c1
  A: -12% | B: -11% | C: ? | D: -11% | E: -2%[59 µM] | F: -21% | G: -10% | H: -17% | I: -30%

> CCOC(=O)N1CCN(CC(=O)Nc2cc3c(cc2C(C)=O)OCO3)CC1
  A: -24% | B: 8% | C: 3% | D: 10% | E: 1%[59 µM] | F: 1% | G: -2% | H: 17% | I: -3%

> Cc1ccc(-n2c3c(c(O)c(-c4ccccc4)c2=O)C(=O)CC(C)(C)C3)cc1
  A: -28% | B: -9% | C: 28% | D: 3% | E: ? | F: 17% | G: 3% | H: 0% | I: -10%

> Cc1ccc(S(=O)(=O)N(C)CCCC(=O)Nc2ccc(C)cc2C)cc1
  A: -6% | B: 2% | C: -6% | D: 1% | E: 10%[59 µM] | F: 26% | G: 0% | H: -8% | I: 8%

> O=C(COc1ccc(-c2nnco2)cc1)Nc1c(Cl)cccc1C(F)(F)F
  A: -6% | B: 16% | C: . | D: . | E: ? | F: 19% | G: . | H: 0% | I: -6%

> COc1ccc(-c2cnc3c(-c4ccc(F)cc4)cnn3c2N)cc1
  A: -8% | B: 24% | C: 14% | D: -5% | E: ? | F: -16% | G: -1% | H: 13% | I: 3%

> Cc1cc(NC2CCCCC2)nc2ccccc12
  A: -15% | B: 3% | C: -10% | D: ? | E: 21% | F: 10% | G: -4% | H: 7% | I: 3%

> COCCN(C(=O)CCC(=O)Nc1nccs1)C(C(=O)NCCC(C)C)c1ccc(OC)cc1 (centres undefined)
  A: -13% | B: 51%[activator] | C: 37% | D: -14% | E: -23% | F: 63%[activator] | G: -7% | H: 2% | I: -12%

> O=S1(=O)N=C2CCCCCN2C(c2ccc(Br)cc2)N1 (centres undefined)
  A: -5% | B: -7% | C: 28% | D: -7% | E: -24% | F: 13% | G: 2% | H: -12% | I: -37%

> O=C(NCCCc1ccccc1)c1ccc(Br)o1
  A: -18% | B: 14% | C: 60% | D: ? | E: ? | F: 3% | G: -4% | H: -1% | I: 1%

> Cc1cccc(NC(=O)CCS(=O)(=O)c2cc(Br)cc3c2N(C(=O)C2CC2)CC3)c1
  A: -5% | B: . | C: -9% | D: 99%[activator] | E: -4%[59 µM] | F: 12% | G: 1% | H: -22% | I: 3%

> Cc1cc(C)n(C/C=C/Cn2nc(C)cc2C)n1
  A: -16% | B: 5% | C: -6% | D: -3% | E: 1%[12.7 µM] | F: 7%[58.9 µM] | G: 1% | H: -5% | I: 6%

> O=C(c1ccccc1)N1CCN(CC(O)COCC2CC=CCC2)CC1 (centres undefined)
  A: -11% | B: -1% | C: 28% | D: -13% | E: -7%[59 µM] | F: 14% | G: -1% | H: 1% | I: .
